Source: PubChem
SR-BI HDL uptake = inhibitors of mouse SR-BI mediated HDL lipid uptake | Q61009 | ldlA[mSR-BI] CHO cells, DiI-HDL uptake fluorescence, 3 h | inhibition, % at 12.5 µM | 0.96% of 320,000 active;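 active means mean replicate inhibition of at least 70% and a set share of replicates each scoring 70 or more; inconclusive means meets just one of the two criteria; inactive means fails both criteria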;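 further: 0% = median of neutral control wells and 100% = median of positive control wells; values of inactives mirror those of a sister screen read the other way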
V-ATPase pH = regulators of yeast V-ATPase proton transport; S. cerevisiae, pHLuorin cytosolic pH fluorescence; response, % at 10 µM; 0.37% of 350,000 active; in the data active means response mostly above about 7.3%, no sharp cut-off; inactive means mostly below about 5.4%; further: actives read high; inactives centre near 0; some compounds called inactive have numbers as strong as hits; reference of the scale not given here
MITF act = MITF TRPM1 promoter activation in melanoma cells; SK-MEL-5 TRPM1-promoter luciferase, 24 h; % of positive control, neutral wells = 0; activation, % at 12.5 µM; 0.75% of 300,000 active; AID 588334;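 active means mean activation of at least 80% with every replicate also reaching 80%; inconclusive means mean reaches 80% but some replicate falls short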;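 further: 0% = neutral control wells and 100% = parthenolide positive control wells; values of inactives mirror those of a sister screen read the other way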
CDK5 inh = blocks human CDK5/p35 kinase activity; Q00535+Q15078; Recombinant CDK5/p35, ADP-Glo luminescence, 60 min; inhibition, % at 10 µM; 0.01% of 330,000 active;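 active means highest replicate inhibition of at least 50% and at least 75% of replicates reaching 50%; inconclusive means only one of the two criteria met; inactive means both criteria failed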;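 further: plate controls were DMSO neutral control for no effect and GW8510 at 10 µM for full effect; many of its hits are not listed in these tables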
HTR5A ag = counter-screen for OPRM1-OPRD1 agonists: human HTR5A agonism; P47898; HTR5A agonist assay, luminescence, cell-based; activation, % at 9.3 µM; 0.61% of 340,000 active; AID 504692; in the data active means activation mostly above about 9.5%, no sharp cut-off; inactive means mostly below about 7.6%;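 further: 0% = cells with vehicle only and 100% = reference agonist; strong numbers were not always called active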
HTR5A inv ctr = counter-screen for OPRM1-OPRD1 inverse agonists: human HTR5A inverse agonism. inhibition, % at 9.3 µM. P47898. AID 504634. HTR5A cell line, luminescence. 0.083% of 340,000 active; in the data active means inhibition mostly above about 23%, no sharp cut-off; inactive means mostly below about 18%;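 further: 0% = cells with DMSO and 100% = no-cell wells with DMSO; some compounds called inactive have numbers as strong as hits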
NSD2 HMT inh = blocks human histone methyltransferase NSD2. O96028. NSD2 peptide methylation, AlphaScreen, 120 min. inhibition, % at 12.5 µM. 0.54% of 310,000 active. AID 743445; in the data active means inhibition above about 50%
Target sequence (O96028 whole entry, looked up): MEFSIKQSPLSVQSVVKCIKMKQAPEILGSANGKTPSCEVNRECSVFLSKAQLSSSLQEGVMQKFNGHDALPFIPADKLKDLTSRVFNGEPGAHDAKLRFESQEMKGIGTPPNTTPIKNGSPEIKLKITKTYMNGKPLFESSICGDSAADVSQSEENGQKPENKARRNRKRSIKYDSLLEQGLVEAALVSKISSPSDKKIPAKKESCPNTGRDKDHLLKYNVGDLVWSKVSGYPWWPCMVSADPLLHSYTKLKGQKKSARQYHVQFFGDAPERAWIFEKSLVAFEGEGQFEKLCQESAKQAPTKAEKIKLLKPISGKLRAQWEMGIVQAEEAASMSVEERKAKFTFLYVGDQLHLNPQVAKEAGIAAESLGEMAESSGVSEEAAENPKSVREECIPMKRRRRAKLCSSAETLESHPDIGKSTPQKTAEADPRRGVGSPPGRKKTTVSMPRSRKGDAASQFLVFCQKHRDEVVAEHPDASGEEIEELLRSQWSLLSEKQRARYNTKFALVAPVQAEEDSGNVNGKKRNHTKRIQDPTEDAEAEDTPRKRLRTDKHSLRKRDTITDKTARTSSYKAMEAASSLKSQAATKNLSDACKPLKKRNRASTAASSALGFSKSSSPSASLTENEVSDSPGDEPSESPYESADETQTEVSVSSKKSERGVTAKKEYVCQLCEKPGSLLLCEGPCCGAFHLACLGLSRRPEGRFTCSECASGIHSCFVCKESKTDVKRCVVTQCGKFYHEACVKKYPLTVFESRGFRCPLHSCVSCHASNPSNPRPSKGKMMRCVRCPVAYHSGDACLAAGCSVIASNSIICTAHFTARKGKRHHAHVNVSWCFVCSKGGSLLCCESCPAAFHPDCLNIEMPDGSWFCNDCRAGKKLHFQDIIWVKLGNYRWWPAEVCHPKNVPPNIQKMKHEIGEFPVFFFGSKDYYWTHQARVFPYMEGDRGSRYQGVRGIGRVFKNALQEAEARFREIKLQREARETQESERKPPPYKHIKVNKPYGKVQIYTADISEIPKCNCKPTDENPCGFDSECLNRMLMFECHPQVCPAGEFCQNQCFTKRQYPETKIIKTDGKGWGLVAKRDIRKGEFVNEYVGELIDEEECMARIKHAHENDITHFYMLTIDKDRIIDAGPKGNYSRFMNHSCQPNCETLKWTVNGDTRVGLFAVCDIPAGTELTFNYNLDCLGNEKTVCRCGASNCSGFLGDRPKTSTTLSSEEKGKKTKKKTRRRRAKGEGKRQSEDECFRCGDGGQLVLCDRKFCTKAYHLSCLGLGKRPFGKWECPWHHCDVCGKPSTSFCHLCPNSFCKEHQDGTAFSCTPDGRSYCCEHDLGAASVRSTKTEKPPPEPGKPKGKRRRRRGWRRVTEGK
PvdQ inh = blocks Pseudomonas aeruginosa PvdQ acylase activity. purified PvdQ acylase, fluorescence plate reader. inhibition, % at 10 µM. 0.063% of 340,000 active. AID 488965; in the data active means inhibition above about 30%, passing the limit was not always enough; inconclusive means no clear call, values can overlap the other calls;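 further: 0% = vehicle neutral wells and 100% = reference inhibitor wells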
dFosB activator = mouse delta FosB homodimer activation | purified delta FosB, TAMRA-CDK5 oligo fluorescence polarization; percent of positive-control signal above neutral wells | P13346 | activation, % at 25 µM | AID 493131 | 0.99% of 340,000 active;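 active means mean activation above about 17%, with every replicate also reaching it, limit read from the data, passing the limit was not always enough; inconclusive means only one of the two conditions met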;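 further: fluorescence polarization rise as delta FosB binds a TAMRA Cdk5 AP-1 oligo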
Wnt act = activators of Wnt/beta-catenin signaling; 1.2% of 300,000 active; Wnt/beta-catenin reporter cell assay, activator, plate reader; activation, % at 9.35 µM; in the data active means activation above about 30%, passing the limit was not always enough; inconclusive means no clear call, values can overlap the other calls;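 further: 0% = neutral control wells and 100% = positive control wells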
Starred values were filed as active, the others as inactive; ? = inconclusive; · = not tested or not shown. The order is random, and some 5% of all compounds hit somewhere here.

SMILES	SR-BI HDL uptake	V-ATPase pH	MITF act	CDK5 inh	HTR5A ag	HTR5A inv ctr	NSD2 HMT inh	PvdQ inh	dFosB activator	Wnt act
CC1CCCC(C)N1C(=O)COC(=O)c1ccc(Br)c(S(=O)(=O)N2CCOCC2)c1 (centres undefined)	9	-1	-1	2.0	4	-17	0	-10	4	-3
CCCCc1nc(S(=O)(=O)c2ccc(Cl)cc2)c(N2CCOCC2)o1	-4	3	·	-2.0	0	1	9	-17	3	7
CCOc1cc(C=O)ccc1OCCSc1ccc(Cl)cc1	6	-1	16	-3.1	-1	-33	-5	-10	0	·
COC(=O)c1cc(N=Nc2sc(N)nc2C)cc(C(=O)OC)c1	·	1	-6	-7.3	0	4	11	-21	-10	4
O=C(Oc1ccc(/C=N/n2cnnc2)cc1)c1cccc([N+](=O)[O-])c1	-9	1	-8	0.7	0	-1	1	7	2	-4
S=c1[nH]nc(-c2ccc(Cl)cc2)n1/N=C/c1cccs1	12	2	·	1.8	·	·	3	-7	6	1
CCn1c(SCC(=O)Nc2cccc(OC)c2)nc2ccccc2c1=O	1	-3	-4	0.8	-1	4	-1	3	-6	0
CCN1C(=O)[C@@H]2Cc3c([nH]c4ccccc34)C(c3cc(OC)c(OC)c(OC)c3)N2C1=S (some centres undefined)	·	8	-19	1.8	0	-1	-1	9	-5	-2
Cc1cccc(C(=O)NCCCN(C)CCCNC(=O)c2cccc(C)c2)c1	-2	0	·	-0.6	-3	11	0	-7	-6	1
CCCCN1C(=O)C(=O)N(CC(=O)c2ccc3c(c2)OCO3)C1=O	-18	2	8	-0.3	2	-30	4	8	3	3
CCOc1ccccc1N1CC(C(=O)N2CCc3ccccc32)CC1=O (centres undefined)	-2	1	-4	0.8	6	-5	0	-9	-9	·
Cc1cc(OCCN2CCOCC2)ccc1C(C)C	-11	1	53	-2.1	-4	14	1	-11	8	13
CCOC(=O)c1cnc(N2CCN(c3ccccc3)CC2)[nH]c1=O	-4	-2	4	-1.0	4	-15	-2	-4	9	0
CCOc1ccc(S(=O)(=O)NCCC(=O)NCC2(N3CCCCC3)CCCCC2)cc1	-4	3	1	1.0	4	-9	0	-2	1	-1
CC(=O)Oc1ccc(/C=c2\sc3ncnn3c2=O)cc1	-5	-1	-5	-0.3	7	6	6	-9	0	·
COc1ccc(C(C)=O)c(Oc2cc(NN3CCCCC3)c([N+](=O)[O-])cc2[N+](=O)[O-])c1	29	6	-12	0.2	0	1	·	-2	2	7
CC1(C)CC(=O)C2=C(C1)NCN(Cc1ccc3c(c1)OCO3)C2	-22	1	-1	0.3	6	-4	-1	-1	-4	·
Cc1cc(NC(=O)c2cc3n(n2)C(C(F)(F)F)CC(c2ccc(Cl)c(Cl)c2)N3)no1 (centres undefined)	23	4	·	-0.7	4	-3	-1	-14	-3	-7
Cc1nc(C)c(CC(=O)N/N=C/c2ccc(O)cc2)c(=O)[nH]1	-29	2	18	2.6	0	-1	·	-18	3	0
COc1ccc([N+](=O)[O-])cc1NC(=O)COC(=O)Cc1cc(OC)c(OC)c(OC)c1	35	-2	-2	-1.4	4	-13	-2	7	-2	·
O=C(COc1cccc2c1CCN(Cc1ccc(Br)cc1)C2=O)N1CCOCC1	17	-1	-11	-0.3	-1	4	·	-8	-6	-1
C=CCSc1cc(C)nc2c(-c3ccc(Cl)cc3)c(C)nn12	16	4	23	-2.6	0	38	-2	-15	-8	-7
COc1cccc2[nH]c3c(N4CCC5(CC4)OCCO5)ncnc3c12	-10	1	14	0.0	2	-7	0	-16	1	1
Cc1ccc(-c2cc(C(=O)N3CCN(c4ccccc4O)CC3)c3ccccc3n2)cc1	66	-1	35	0.3	-1	1	1	20	-16	16
COCCCn1c(C)nc2c(c1=O)c1nc3ccccc3nc1n2CCc1ccccc1	24	0	12	-0.8	-1	-3	·	-7	-33	·

The listing continues:
SMILES	SR-BI HDL uptake	V-ATPase pH	MITF act	CDK5 inh	HTR5A ag	HTR5A inv ctr	NSD2 HMT inh	PvdQ inh	dFosB activator	Wnt act
COc1ccc(S(=O)(=O)N2CCOCC2)cc1NC(=O)/C=C/c1ccc(F)cc1	41	1	14	0.3	1	1	0	-14	-10	-1
CN(C)c1nc(SCC(=O)Nc2ccccc2)nc(N2CCOCC2)n1	-1	3	2	0.9	4	1	0	-2	-8	-1
Cc1ccc(C(=O)C2=C(O)C(=O)N(Cc3cccnc3)C2c2ccc(OC(C)C)cc2)o1 (centres undefined)	-18	-5	-5	-2.3	2	-14	·	-1	-10	-1
CC1CCN(c2c(NCC3CCC(C(=O)NCCC4=CCCCC4)CC3)c(=O)c2=O)CC1 (centres undefined)	·	0	-12	-0.2	2	3	0	7	-5	-1
O=C(N1CCCCCC1)N1CCN(C(=O)N2CCCCC2)CC1	-12	7	0	-0.5	-2	6	-1	-11	4	·
CC(C)(C)NCc1cc2ccccc2[nH]c1=O	-24	-1	-9	1.2	4	-11	0	-19	7	·
Cc1ccc(S(=O)(=O)N2CCN(C(=O)CCn3cncn3)CC2)cc1	-7	1	-13	-2.7	6	-20	19	-17	3	0
O=C(NCc1cccc(C(F)(F)F)c1)C1CC(c2cccc(F)c2)=NO1 (centres undefined)	0	0	7	0.3	1	-2	·	-5	0	-1
O=S(=O)(Nc1cccc(-c2cn3c(n2)SCC3)c1)c1ccc(F)cc1F	0	-2	-6	-0.4	2	-6	2	2	-8	0
Cc1ccnc(Nc2nc(-c3ccccc3)cs2)c1	30	1	10	3.2	8	-22	-3	-16	-13	6
CNC(=O)c1c(NC(=O)c2ccc(S(=O)(=O)N3CCCc4ccccc43)cc2)sc2c1CCN(C)C2	·	-2	-16	0.2	8	16	2	-5	2	-7
CC1=C(C)CC(C(=O)NNC(=O)c2ccccc2)C(C(=O)O)C1 (centres undefined)	-12	-3	1	0.0	0	-3	2	-3	-3	·
CCNC(=S)N/N=C/c1cccc(C)c1	-22	0	22	0.3	2	6	1	9	1	4
COc1ccc(/C=C(\NC(=O)c2ccccc2)C(=O)N/N=C/c2sccc2C)cc1	48	2	13	-1.8	-5	13	0	24	11	-1
CC(=O)C1=NN(c2ccc(Cl)cc2)C(c2ccc3c(c2)OCO3)N(C(C)=O)N1C (centres undefined)	-15	-1	-6	0.0	3	12	2	1	-1	-4
O=S(=O)(c1ccc(Cl)cc1)N1CCc2ccccc21	-15	-1	·	-1.4	1	-5	-4	-9	18*	-19
N#Cc1cn(Cc2ccccc2)c2ccccc12	16	-3	·	-0.7	3	33	-11	35*	-2	·
Cc1ccccc1NC(=O)/C(C#N)=C\c1cc(C)n(-c2ccc(C(=O)O)cc2)c1C	·	2	16	-2.6	-1	-5	19	-7	-2	1
COc1ccc2nc(/C(C#N)=C\c3ccc(C(=O)O)cc3)[nH]c2c1	-5	0	-2	0.0	2	-5	1	-11	-6	2
CCC(=O)N(CCc1ccccc1C)Cc1cc2cc3c(cc2[nH]c1=O)OCO3	-7	2	-7	-2.4	-1	3	0	-2	10	·
O=C(c1ccc(Cl)cc1)N1CCC(O)(CSc2ccc(Cl)cc2Cl)CC1	-6	-3	-7	1.2	2	-4	0	-14	0	-2
O=S(=O)(NCCN1CCCC1)c1ccc(C(F)(F)F)cc1	·	1	-13	-2.0	1	-5	31	-4	-11	0
COc1ccc2ccccc2c1/C=N/NC(=O)CC1(C)OCCCO1	3	-1	-15	-1.6	-1	4	3	-8	-10	1
O=C(C[n+]1cc(Br)cc2ccccc21)c1ccc(F)cc1	25	-2	-20	0.8	2	-8	-1	-6	-10	4
C[C@H](N)c1nnc(SCC(=O)c2ccc(Cl)cc2)o1	-19	-1	-5	3.9	-1	-36	-3	2	4	-1

The listing continues.
SMILES	SR-BI HDL uptake	V-ATPase pH	MITF act	CDK5 inh	HTR5A ag	HTR5A inv ctr	NSD2 HMT inh	PvdQ inh	dFosB activator	Wnt act
C(=N\N=C\c1ccncc1)/c1ccncc1	-34	-3	14	0.1	-3	12	·	-1	-5	-6
CCOC(=O)Cn1nc(C)c(NC(=O)c2cccc([N+](=O)[O-])c2)c1C	-19	3	-6	1.2	3	-14	-2	-6	-1	-1
Cn1c(COc2ccccc2)nnc1SCC(=O)Nc1ccc(N2CCOCC2)c(Cl)c1	-36	-1	-5	2.2	0	-10	0	5	-1	·
COc1ccccc1CNC(=O)c1ccc(Cl)c(NC2=NC3CS(=O)(=O)CC3S2)c1 (centres undefined)	10	-3	·	-0.5	-1	-23	·	9	-5	-1
CCCCCC1CCC(C(=O)NCCN2CCOCC2)CC1 (centres undefined)	-8	-1	3	0.3	-1	3	2	-12	-2	0
O=C(c1ccc2c(=O)n3c(nc2c1)CCCCC3)N1CCN(C(c2ccccc2)c2ccccc2)CC1	-125	-1	-9	-0.8	-5	19	-2	-9	-30	·
O=C(CSc1nncs1)N1c2ccccc2Sc2ccccc21	-4	-5	0	6.9	0	0	0	7	6	4
CCCn1c(SCC(=O)c2c(N)n(C3CC3)c(=O)[nH]c2=O)nc2cc(S(N)(=O)=O)ccc21	-1	10	1	-6.9	2	-5	-6	-14	-6	2
CCN(CC)c1ccc(N)cc1S(=O)(=O)Nc1ccccc1OC	-13	-6	-5	0.2	-1	4	-5	-11	-5	-1
COc1ccc(C2=NN(Cc3ccccc3)C3C(=O)NC(=O)C23)cc1 (centres undefined)	-21	-1	6	1.7	1	-11	-3	-10	-4	2
COc1ccccc1/C=N/n1c(N)c(C(=O)NC2CCCCC2)c2nc3ccccc3nc21	8	-8	·	3.4	-3	-19	-1	27	-1	·
CCC(=O)N(c1nnc(SCC(=O)NN2C(=O)NC3(CCCCC3)C2=O)s1)C1CC1	-6	-1	9	1.0	2	-4	2	-2	-2	-3
Cc1ccccc1OCCSCc1nc2ccccc2[nH]1	-4	-1	5	5.3	8	9	-2	20	-1	-3
Oc1cccc2cc3cccc(O)c3c(O)c12	-1	3	8	-1.3	3	15	·	-8	?	·
CCOC(=O)c1[nH]c2ccc(F)cc2c1NC(=O)c1cc(OC)c(OC)c(OC)c1	71*	-1	5	-0.5	-7	15	0	-5	3	·
CC1=NNC(=O)C1CCC(=O)N/N=C(/C)c1ccc([N+](=O)[O-])cc1 (centres undefined)	-22	-3	2	-0.7	-2	4	-2	2	-2	-7
CS(=O)(=O)Nc1ccccc1C(=O)Nc1cccc(Cl)c1	-18	2	-18	-2.2	-2	-18	-1	3	-4	-1
O=C(O)c1ccc2c(=O)n(-c3ccc(F)c(Cl)c3)c(=S)[nH]c2c1	·	-5	3	-2.7	2	11	-2	-11	5	-1
NS(=O)(=O)c1ccc(CCNC(=O)C2COc3ccccc3O2)cc1 (centres undefined)	6	1	·	0.3	-2	8	-3	-9	-5	3
Cc1ccc(SCC(=O)NCC(C)C)cc1	-11	-1	·	0.2	-2	-5	-2	-10	2	-4
NS(=O)(=O)c1ccccc1NC(=S)Nc1ccccc1S(N)(=O)=O	3	-1	3	0.1	2	-8	-2	5	0	5
C=CCn1c(SCC(=O)Nc2c(C)n(C)n(-c3ccccc3)c2=O)nc2sc(C)c(C)c2c1=O	22	2	-9	1.9	-7	24	4	-16	-5	·
CCSc1nnc(NC(NC(C)=O)(C(F)(F)F)C(F)(F)F)s1	-6	-3	-1	0.5	-2	18	-2	-12	-1	-4

Three entries already listed, ordered by the value under V-ATPase pH, high to low.
smiles,V-ATPase pH
Oc1cccc2cc3cccc(O)c3c(O)c12,3
CCSc1nnc(NC(NC(C)=O)(C(F)(F)F)C(F)(F)F)s1,-3
COc1ccccc1/C=N/n1c(N)c(C(=O)NC2CCCCC2)c2nc3ccccc3nc21,-8
